From PubChem BioAssay
UBC13 inh – inhibitors of human UBC13 polyubiquitin chain formation. inhibition, % at 20 µM. TR-FRET. P61088. 330,000 compounds, 0.47% hits; in the data active means inhibition above about 45%, passing the limit was not always enough
Target sequence (P61088 whole entry, looked up): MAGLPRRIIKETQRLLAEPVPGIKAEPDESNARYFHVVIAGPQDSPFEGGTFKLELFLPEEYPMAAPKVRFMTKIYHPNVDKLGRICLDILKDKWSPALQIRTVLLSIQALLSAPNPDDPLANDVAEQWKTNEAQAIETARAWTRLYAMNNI
PfG6PD inh – PfG6PD (Plasmodium falciparum) enzyme inhibition; PfGluPho enzyme, NADPH resazurin-diaphorase fluorescence; inhibition, % at 20 µM; 350,000 compounds, 0.78% hits; AID 504690;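 active means inhibition reaching at least a set limit at 20 µM in the primary screen, cut at about 59% in these data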;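 further: 0% = DMSO wells with substrate and 100% = DMSO wells lacking glucose-6-phosphate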
HKDC1 inhibitor – HKDC1 (human) hexokinase inhibition. Q2TB90. recombinant HKDC1, G6PDH/diaphorase resazurin coupled fluorescence. inhibition, % at 20 µM. 340,000 compounds, 0.16% hits. AID 493160;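 active means inhibition above about 35% when tested at 20 µM, limit read from the data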;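 further: plate controls were DMSO wells with enzyme for no effect and DMSO wells lacking enzyme for full effect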
Target sequence (Q2TB90 whole entry, looked up): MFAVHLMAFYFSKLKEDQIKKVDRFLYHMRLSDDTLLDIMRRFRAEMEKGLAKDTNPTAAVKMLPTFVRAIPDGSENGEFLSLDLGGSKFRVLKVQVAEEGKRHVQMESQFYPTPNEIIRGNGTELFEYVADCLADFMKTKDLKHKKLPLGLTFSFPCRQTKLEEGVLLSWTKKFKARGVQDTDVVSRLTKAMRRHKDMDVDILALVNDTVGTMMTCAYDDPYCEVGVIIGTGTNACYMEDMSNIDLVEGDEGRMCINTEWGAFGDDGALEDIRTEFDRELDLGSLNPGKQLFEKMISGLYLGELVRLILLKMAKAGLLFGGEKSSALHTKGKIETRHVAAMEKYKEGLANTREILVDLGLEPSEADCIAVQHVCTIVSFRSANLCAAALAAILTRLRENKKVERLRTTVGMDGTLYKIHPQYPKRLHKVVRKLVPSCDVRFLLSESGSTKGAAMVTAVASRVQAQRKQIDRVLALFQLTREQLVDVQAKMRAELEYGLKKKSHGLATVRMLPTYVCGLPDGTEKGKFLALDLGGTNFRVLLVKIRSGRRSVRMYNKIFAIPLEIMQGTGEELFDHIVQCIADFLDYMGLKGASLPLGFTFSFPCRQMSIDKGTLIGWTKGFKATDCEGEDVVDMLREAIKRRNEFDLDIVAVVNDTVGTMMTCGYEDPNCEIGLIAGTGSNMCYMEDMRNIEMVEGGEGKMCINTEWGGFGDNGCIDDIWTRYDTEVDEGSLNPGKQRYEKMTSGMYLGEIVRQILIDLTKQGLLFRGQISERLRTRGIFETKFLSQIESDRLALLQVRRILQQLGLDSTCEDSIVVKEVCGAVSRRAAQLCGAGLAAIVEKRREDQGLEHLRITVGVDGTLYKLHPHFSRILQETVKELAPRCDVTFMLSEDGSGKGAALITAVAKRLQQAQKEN
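Test system: HK5 enzyme. Quantity: 5 µg/mL HK5 final. Reagent: glucose and ATP substrates. Schedule: 90 min reaction incubation at room temperature, dark. Technique: resazurin-to-resorufin fluorescence via G6PDH and diaphorase coupling, 525/613 nm. Control set: DMSO wells with and without enzyme mix.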
SENP8 block-1 – SENP8 (human) protease inhibition; AID 602440; inhibition, % at 20 µM; 360,000 compounds, 0.64% hits; recombinant SENP8, Nedd8 substrate fluorescence; in the data active means inhibition mostly above about 40%, no sharp cut-off; inactive means mostly below about 27%
SENP1 FRET inh – inhibitors of human SENP1 SUMO protease catalytic domain; Q9P0U3; inhibition, % at 10 µM; AID 624204; 360,000 compounds, 0.21% hits; recombinant SENP1 catalytic domain, CyPet-SUMO1-YPet FRET cleavage;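 active means inhibition at least 30% at 10 µM, raw YFP signal under a set limit, fluorescence ratio 0.5 to 1.5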;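 further: 0% = enzyme with DMSO and 100% = no enzyme wells; some results filed as inactive read as strong as hits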
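Controls: no-enzyme wells low, DMSO-plus-enzyme wells high control. Test system: human recombinant His6-tagged SENP1 catalytic domain enzyme. Reagent: SFCypet-SUMO1-SFYpet FRET protein substrate, 25 nM final. Doses: one dose per compound, 10 µM, 0.5% DMSO. Detection: FRET, CFP and YFP emission. Timing: 50 min reaction at room temperature.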
SENP8 block-2 – blocks the human protease SENP8; purified SENP8, Z-RLRGG-aminoluciferin cleavage, luminescence; AID 2540; Q96LD8; 330,000 compounds, 1.2% hits; inhibition, % at 10 µM; in the data active means inhibition above about 50%
beta cell repl – inducers of beta-cell replication in MIN6 cells. MIN6 cells proliferation, ATPlite luminescence, 48 h; cells starved in 0.2% serum; 100% = growth in 10% serum. proliferation, % at 10 µM. 330,000 compounds, 0.29% hits;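 active means compounds whose signal lies at least 3.5 SD above the mean of all wells on their plate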;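 further: 0% = DMSO-treated cells in low-serum medium and 100% = 10% serum control; some compounds called inactive have numbers as strong as hits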
SENP7 inh – inhibitors of human SENP7 protease; recombinant SENP7, Z-RLRGG-aminoluciferin luminescence, 40 min; AID 434973; Q9BQF6; 330,000 compounds, 1.5% hits; inhibition, % at 5 µM;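 active means inhibition above about 50% at the single test dose, limit read from the data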;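 further: plate controls were DMSO with enzyme for no effect and no enzyme buffer wells for full effect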
SENP6 inh – blocks the human protease SENP6 | Q9GZR1 | Recombinant SENP6 catalytic domain, aminoluciferin luminescence | inhibition, % at 10 µM | 330,000 compounds, 1.8% hits | AID 2599;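 active means inhibition above about 50% at the single tested dose, limit read from the data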;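 further: plate controls were DMSO wells with enzyme for no effect and DMSO wells lacking enzyme for full effect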
* = called active by the depositor; x = no result given.

SMILES	UBC13 inh	PfG6PD inh	HKDC1 inhibitor	SENP8 block-1	SENP1 FRET inh	SENP8 block-2	beta cell repl	SENP7 inh	SENP6 inh
O=C(CCc1ccc(S(=O)(=O)NCc2ccccc2)cc1)NCC1CCCO1 (stereo not drawn)	-10	-5	-5	6	1	-11	0	-14	-3
Clc1ccc2nc(CN3CCCCCC3)cn2c1	5	0	5	16	3	0	1	4	-8
CCN(CC)P(=O)(Nc1cccc(C(F)(F)F)c1)c1ccc(N(C)C)cc1NC(=O)c1ccco1 (stereo not drawn)	1	16	-2	7	-1	-1	-6	9	-28
O=C(NCCc1ccccc1)c1c[nH]c2ccc(F)cc2c1=O	x	3	4	-7	-5	x	x	x	x
CC(=NCCc1ccccc1)C1=C(O)COC1=O	3	-10	-5	18	0	1	-2	2	-15
O=C(CSc1ccccn1)N1CCN(c2cccc(Cl)c2)CC1	9	33	-2	14	-1	-7	1	0	3
O=C(NCCCN1CCOCC1)c1ccc2ccccc2c1	-1	10	-7	-1	0	-2	0	0	11
NNc1cccc(C=Cc2ccccc2)cc1=O	x	16	5	-461	-29	x	x	x	x
CCOc1ccc(NC(=O)CN(C)CC(=O)Nc2ccc(Br)cc2F)cc1OCC	3	-24	2	1	-1	4	3	4	-5
Cn1ccnc1C(OC(=O)c1ccccc1)C(F)(F)F (stereo not drawn)	0	5	2	7	-1	-4	1	-5	-14
CCOc1cc(C(=S)N2CCCC2)ccc1OCC(=O)Nc1c(C)cc(C)cc1C	5	-18	-7	18	0	-3	-3	3	-4
CCCn1c(=C(C#N)C#N)s/c(=C2\C=Cc3ccccc3N2CC)c1=O	x	9	4	52*	15	x	x	x	x
Fc1ccc(NC(=S)N2CCc3[nH]c4ccccc4c3C2)cc1	4	10	3	-20	-39	4	-1	12	-3
CCc1ccc(NC(=O)C2CCCN(S(=O)(=O)c3ccc4[nH]c(=O)ccc4c3)C2)cc1 (stereo not drawn)	-12	-3	-4	-13	0	-19	0	-16	-1
CCOC(=O)C1(Cc2cccc(Cl)c2)CCCN(C(=O)c2ccnn2C)C1 (stereo not drawn)	1	3	0	4	2	-4	3	7	-6
CN1CCN(CCCNC(=O)c2ccc3c(c2)N(Cc2ccccc2)CCS3)CC1	30	6	-3	-476	-6	-6	-3	1	3
O=C(Cn1c(C(=O)NCCCN2CCOCC2)cc2sccc21)c1ccccc1	0	-9	7	12	1	2	4	-2	-24
CCc1ccccc1NC(=O)CCCN1C(=O)C2CC=CCC2C1=O (stereo not drawn)	4	5	-6	5	0	-1	1	-4	-2
O=C(NCCCc1ccccc1)c1cccc(NC(=O)C2CCC2)c1	x	16	-3	14	1	x	x	x	x
Cn1c(=O)n(C)c2cc(NS(=O)(=O)c3ccc(Cl)s3)ccc21	5	4	-9	7	-16	3	0	-7	-15
COc1c(S(=O)(=O)N2CCN(c3ccc(F)cc3)CC2)ccc(Cl)c1Cl	4	4	-3	15	3	-1	-5	0	-10
COc1ccc(NC(=S)Nc2ccccc2F)c(OC)c1	2	0	-7	33	3	-3	-5	-9	-21
CC1(C)CC2CC(C)(CN2/C=C2/CCCCC2=O)C1 (stereo not drawn)	4	-8	-4	-12	-20	1	-2	0	2
CC(C)CCn1c(S(=O)(=O)O)nc2ccccc21	-4	-6	11	25	1	1	2	-1	-17
CCCCn1c(SCC(N)=O)nc2ccc(N3CCOCC3)cc2c1=O	18	-26	11	-259	-45	7	2	10	-4
NC(=O)C1CCN(CC(=O)Nc2ccc3c(c2)OCCO3)CC1	-6	11	-5	8	0	-3	-5	7	7
CCOc1cc(CNCCO)c(Cl)cc1OCC(=O)NCCc1ccccc1	12	1	-7	8	-1	-4	-1	5	-9
CC(C)(C)NC(=O)C(OC(=O)c1ccco1)c1ccc(Cl)cc1 (stereo not drawn)	-4	4	-6	0	0	10	-1	-4	21
COc1ccc(CCn2c(C(C)C)nc3c(c(=O)c4ccccc4n3C)c2=O)cc1	13	-3	5	-2	-5	-6	-3	2	-7
CCN1CCC2(CC1)C(C#N)=C(N)Oc1c2sc2nc(C)cc(C)c12	-2	9	2	-34	-19	0	-5	1	15
CCCc1[nH]nc2c1C(/C(C)=C/c1ccccc1)C(C#N)=C(N)O2 (stereo not drawn)	2	-7	-3	8	-2	-1	-1	3	4
CC(=O)N1C(=O)C(=C2C=C(C)OC(C)=C2)c2ccccc21	-15	-16	-7	23	-33	1	-1	2	4
CC(C)n1nccc1NS(=O)(=O)c1ccccc1	6	-1	1	0	-1	3	1	-1	-3
Cc1cccc(NC(=O)NCCc2c[nH]c3ccccc23)c1	-4	19	2	5	-1	-12	-2	-8	-11
Cc1nc2nc(SCC(=O)O)nn2c(C)c1Cc1c(F)cccc1Cl	16	-5	-8	11	-1	2	0	-6	9
COCCN1C(=O)c2oc3ccccc3c(=O)c2C1c1cccc(O)c1 (stereo not drawn)	2	1	-3	3	0	5	-2	-3	-10
Cc1cc2c(cc1S(=O)(=O)Nc1c(C)cccc1C)n(C)c(=O)c(=O)n2C	-7	18	-4	-172	-1	-13	1	7	-5
O=C(CCN1C(=O)C2C3C=CC(C3)C2C1=O)Nc1ccc2ncccc2c1 (stereo not drawn)	1	7	-2	-43	3	-12	-2	-4	-21
COc1cc2c(C(=O)O)c(C)n(C)c2c2ccccc12	4	-16	1	-190	2	-13	-3	-10	-40
CCCNC(=O)Nc1ccc(C(F)(F)F)cc1	6	20	-9	12	1	3	-3	-1	14

Part of the list above with just beta cell repl, SENP1 FRET inh and UBC13 inh.
mol	beta cell repl	SENP1 FRET inh	UBC13 inh
CC(C)CCn1c(S(=O)(=O)O)nc2ccccc21	2	1	-4
COc1ccc(CCn2c(C(C)C)nc3c(c(=O)c4ccccc4n3C)c2=O)cc1	-3	-5	13
CCCCn1c(SCC(N)=O)nc2ccc(N3CCOCC3)cc2c1=O	2	-45	18

The list continues.
SMILES	UBC13 inh	PfG6PD inh	HKDC1 inhibitor	SENP8 block-1	SENP1 FRET inh	SENP8 block-2	beta cell repl	SENP7 inh	SENP6 inh
O=c1c(Cc2c(F)cccc2Cl)c(O)ccn1CCc1ccccn1	-1	-20	-1	4	0	0	5	0	6
Cc1ccc(CN2C(=NC(=O)CCC(=O)O)SC3CS(=O)(=O)CC32)cc1 (stereo not drawn)	0	-5	-6	-1	-1	-1	-3	1	4
CSCC(=O)N1CCC(n2nccc2NC(=O)CCc2ccccc2)CC1	-3	-3	-3	5	-1	3	2	7	7
Cc1cc([N+](=O)[O-])ccc1NCc1ccc2ccccc2c1	3	26	-1	20	-1	-5	0	9	-16
O=C(NCCN1CCOCC1)c1ccc2c(c1)N(Cc1c(F)cccc1Cl)C(=O)c1ccccc1S2	-23	4	1	4	0	-9	-5	-11	-15
COC(=O)c1ccc2c(=O)[nH]c(CSc3nnc(C(F)(F)F)n3C)nc2c1	11	-9	-7	-32	-1	-3	1	-5	-16
CCCCN(C(=O)c1[nH]c(C)c(C(=O)OCC)c1C)c1c(N)n(CCCC)c(=O)[nH]c1=O	-2	4	-8	-25	-14	1	6	-4	-13
COC(=O)Cc1n[nH]c(=O)c2ccccc12	-6	0	1	5	0	-6	-2	-10	-43
COc1ccc(C(O)C(CC(=O)NCCCOC(C)C)C(=O)NCCCOC(C)C)cc1OC (stereo not drawn)	5	-1	-9	10	2	1	-3	3	6
CC(C)(C)c1cc(CCC(=O)NNC(=O)c2ccco2)cc(C(C)(C)C)c1O	7	-8	-9	8	2	6	-1	1	1
S=c1[nH]nc(NCCc2ccccc2)s1	4	53	-8	16	2	9	3	4	6
O=C(COC(=O)c1ccc(Br)o1)NC1CCCc2ccccc21 (stereo not drawn)	-5	10	-7	18	1	-3	-2	3	4
CC(=O)Nc1ccc(S(=O)(=O)N2CCC(NC(=O)C(Cc3cccc(F)c3)NC(C)=O)CC2)cc1 (stereo not drawn)	-3	8	5	5	-3	-5	0	-3	-22
COc1ccccc1CNC(=O)COC(=O)c1cc(S(=O)(=O)N2CCOCC2)ccc1Cl	0	-15	1	11	2	-18	1	2	-13
CCOc1ccc(NC(=O)c2nsc(Cl)c2Cl)cc1	-13	16	3	27	1	18	-3	35	-33
CCCNC(=O)Cn1c(=O)n(C)c2ccccc21	-7	1	-5	8	0	-6	-3	-4	-14
Cc1ccc2nc3cc([N+](=O)[O-])cc([N+](=O)[O-])c3cc2c1	x	6	28	28	-16	x	x	x	x
Cc1cc(C)nc(N2CCC(C(=O)NNC(=O)c3ccc(Cl)cc3)CC2)n1	-2	-15	-1	-40	2	3	-1	7	13
COC(=O)c1c(C)noc1-c1snnc1C	4	-18	0	20	1	1	-1	3	-11
COc1cc(CN2CCNC(=O)C2CC(=O)N2CCCN(C(C)=O)CC2)cc(OC)c1 (stereo not drawn)	-1	-1	-2	-7	-4	-7	-4	-2	8
O=C(Nc1cccc2ccccc12)N1CCCN(c2c(Cl)cncc2Cl)CC1	7	-3	11	-105	0	1	4	1	-3
Cc1nc(SCC(=O)Nc2ccc(S(=O)(=O)N3CCOCC3)cc2)c2c(C)c(C)sc2n1	18	7	4	-2	2	9	-5	-9	0
COc1c(Br)cc([N+](=O)[O-])c(OC)c1C(=O)NC(=O)Nc1cc(Cl)cc(Cl)c1	-1	12	-1	18	-5	2	-6	4	11
Cc1cccc(Cn2c(=O)oc3ccc(C)cc32)c1	8	-6	-1	13	2	2	-1	6	3
CC1CC(C)CN(c2cc3c(cc2[N+](=O)[O-])C(=O)N(c2ccccc2)C3=O)C1 (stereo not drawn)	-40	5	-9	21	-4	-4	-2	-12	-9
COc1cccc(CC(=O)Nc2sc3c(c2C(N)=O)CCCC3)c1	2	6	-1	-18	-4	5	-2	0	6
CCOc1ccc(N(CC(=O)NC2CCCCC2)C(=O)Cn2nnc(-c3ccc(C)o3)n2)cc1	2	12	0	-2	0	8	-1	-2	-18
COc1ccccc1C(C)NC(=O)CCC(=O)N1CCN(S(=O)(=O)c2ccc(Cl)cc2)CC1 (stereo not drawn)	x	-9	-3	10	0	x	x	x	x
CCOC(=O)C1(Cc2ccccc2)CCN(Cc2cn(CC(=O)OC)c3ccccc23)CC1	14	-11	-4	6	0	1	0	13	-30
O=C(CCCN1C(=O)NC2(CCCC2)C1=O)Nc1ccc(F)cc1	-10	31	-6	6	3	-1	-3	-3	2
c1ccc2nc(N3CCOCC3)c(N3CCCC3)nc2c1	x	17	-8	-441	-2	x	x	x	x
O=[N+]([O-])c1ccc(Oc2ccc(/C=N/O)cc2)nc1	5	7	-2	11	2	-6	-1	-7	2
CCC1CCCCN1C(=S)NC(=O)c1cc(S(=O)(=O)N2CCOCC2)ccc1C (stereo not drawn)	17	3	-6	14	4	-1	-2	8	-4
CCCOc1ccc(C2C(C(=O)c3ccc(C)o3)=C(O)C(=O)N2CCN2CCOCC2)cc1OC (stereo not drawn)	-8	-15	0	-16	-12	1	-3	5	-6

Reprinted at random: 4 entries already listed.
SMILES	UBC13 inh	PfG6PD inh	HKDC1 inhibitor	SENP8 block-1	SENP1 FRET inh	SENP8 block-2	beta cell repl	SENP7 inh	SENP6 inh
Cc1nc(SCC(=O)Nc2ccc(S(=O)(=O)N3CCOCC3)cc2)c2c(C)c(C)sc2n1	18	7	4	-2	2	9	-5	-9	0
CSCC(=O)N1CCC(n2nccc2NC(=O)CCc2ccccc2)CC1	-3	-3	-3	5	-1	3	2	7	7
Cc1cc(C)nc(N2CCC(C(=O)NNC(=O)c3ccc(Cl)cc3)CC2)n1	-2	-15	-1	-40	2	3	-1	7	13
CC(C)(C)NC(=O)C(OC(=O)c1ccco1)c1ccc(Cl)cc1 (stereo not drawn)	-4	4	-6	0	0	10	-1	-4	21
